Assay outcomes (PubChem)
Exocytosis inh = LAMP-1 surface exposure blockers, TALL-104 cells – cell-based, flow cytometry, MLPCN library, primary screen. TALL-104 LAMP-1 surface exposure; cells stimulated with thapsigargin and PMA. inhibition, % at 10 µM. 360,000 compounds, 0.66% hits. AID 651702, 2012;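 active = inhibition above about 55%, limit read from the data; inconclusive = no clear call, values can overlap the other calls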
ABHD5-PLIN5 inh = ABHD5-PLIN5 interaction inhibitors, primary screen, cell lysate, split luciferase complementation, luminescence. 360,000 compounds, 0.78% hits. inhibition, % at 4 µM. Split G. princeps luciferase complementation, 4 h;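 active = inhibition above the mean inhibition across every tested compound plus 3 SD, cut at about 22% in these data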;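 also: 0% = DMSO only wells and the 100% control is not disclosed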
Target sequence (Q00G26 whole entry, looked up): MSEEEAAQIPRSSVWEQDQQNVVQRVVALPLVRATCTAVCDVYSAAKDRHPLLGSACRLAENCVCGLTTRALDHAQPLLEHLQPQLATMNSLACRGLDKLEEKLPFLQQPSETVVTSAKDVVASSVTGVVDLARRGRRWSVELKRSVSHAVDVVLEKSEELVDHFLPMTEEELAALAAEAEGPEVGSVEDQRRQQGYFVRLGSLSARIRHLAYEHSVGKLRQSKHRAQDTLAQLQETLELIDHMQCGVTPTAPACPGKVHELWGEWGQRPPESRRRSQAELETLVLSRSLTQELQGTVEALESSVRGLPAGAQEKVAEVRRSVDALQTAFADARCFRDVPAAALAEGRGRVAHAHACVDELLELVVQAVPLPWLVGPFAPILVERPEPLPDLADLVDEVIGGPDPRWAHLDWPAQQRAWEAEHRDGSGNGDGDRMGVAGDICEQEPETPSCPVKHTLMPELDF
Target sequence (Q8WTS1 whole entry, looked up): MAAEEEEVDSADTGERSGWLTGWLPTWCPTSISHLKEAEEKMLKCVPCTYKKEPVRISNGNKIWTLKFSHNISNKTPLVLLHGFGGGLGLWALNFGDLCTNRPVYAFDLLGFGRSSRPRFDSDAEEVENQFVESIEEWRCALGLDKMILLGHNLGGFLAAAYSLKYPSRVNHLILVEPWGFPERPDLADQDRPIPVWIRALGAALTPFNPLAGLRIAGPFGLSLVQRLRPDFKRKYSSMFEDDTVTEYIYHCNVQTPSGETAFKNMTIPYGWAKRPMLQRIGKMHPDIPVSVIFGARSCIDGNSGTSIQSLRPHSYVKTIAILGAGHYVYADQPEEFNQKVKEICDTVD
MC4R antag cAMP = MC4R antagonists of cAMP signaling, primary screen, cell-based, TR-FRET, antagonist arm of biased-ligand search; MC4R-expressing cells, MTII-stimulated cAMP, LANCE TR-FRET; inhibition, % at 6.5 µM; 360,000 compounds, 0.48% hits; AID 540295, 2011; Melanocortin receptor 4 (Homo sapiens), P32245;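 active = inhibition above its plate's cutoff, the mean of tested wells on that plate plus 3 SD, cut at about 29% in these data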;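 also: 0% = Melanotan II alone and 100% = Melanotan II plus saturating MCL0020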
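system = U2OS cells with stable human MC4R expression | also added = Melanotan II challenge after compound preincubation | dosing = one concentration, 6.5 µM nominal | incubation = compound 30 min, challenge 1 h, detection 1 h | measured by = TR-FRET with Eu-cAMP and labeled anti-cAMP, 671 nm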
Vif inh = HIV Vif self-association inhibitors, primary screen, imaging, HEK293T, single point; 340,000 compounds, 0.35% hits; HEK293T cells, Vif self-association by quenched fluorescence, 24 h; inhibition, % at 7.49 µM; in the data active = inhibition above about 50%, passing the limit was not always enough; inconclusive = no clear call, values can overlap the other calls; inactive = below about 31%; also: some results filed as inactive read as strong as hits
aDG glyco up = activators of alpha-DG glycosylation, primary screen, uHTS, Pro5-aDG cells, AlphaScreen. alpha-DG glycosylation AlphaScreen (IIH6); 0% Pro5, 100% B10-LARGE cell signal. activation, % at 10 µM. 360,000 compounds, 0.22% hits;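 active = activation of at least 8% versus controls, or a plate z-score of at least 8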;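 also: Pro5 are CHO cells carrying HIG-tagged alpha-DG that lacks glycosylation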
TLR9-MyD88 block = inhibitors of TLR9-MyD88 association in cells, primary screen, cell-based, CHO, BLA complementation, fluorescence. 340,000 compounds, 0.21% hits. inhibition, % at 4.98 µM. AID 504734, 2011. CCF4 FRET ratio;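 active = inhibition above the mean over all tested compounds plus 3 SD, cut at about 21% in these data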;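 also: 0% = DMSO only wells and 100% = clavulanate BLA inhibitor control wells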
ABCB6 inh 2 = ABCB6 transporter inhibitors, primary screen, K562-ABCB6 cells, flow cytometry, MLPCN library. AID 602162, 2011. K562-ABCB6 porphyrin accumulation, 1 h; active compounds read low. fluorescence ratio to DMSO, % at 10 µM. ATP-binding cassette sub-family B member 6 (Homo sapiens), Q9NP58. 360,000 compounds, 0.19% hits;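 active = fluorescence ratio to DMSO below 75%, the collection mean minus 3 SD; inconclusive = too few cells collected in the well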;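 also: signal is porphyrin accumulated inside mitochondria; 100% equals median channel fluorescence of DMSO control wells; lower ratio means ABCB6 inhibition with less porphyrin fluorescence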
MC4R barr agon = MC4R agonists recruiting beta-arrestin, primary screen, cell-based, luminescence, agonist arm of biased-ligand search; Melanocortin receptor 4 (Homo sapiens), P32245; U2OS MC4R beta-arrestin complementation; percent of melanotan II response, DMSO zero; activation, % at 8.9 µM; 360,000 compounds, 0.98% hits; AID 540308, 2011;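 active = activation above a per-plate cutoff, the mean activation of sample wells on that plate plus 3 SD, cut at about 8% in these data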
Glyco luc inh = increase of ERlucT glycosylation luciferase signal, primary screen, N-linked glycosylation inhibitor project, D54 ERlucT cells, luminescence, set 2; D54 ERlucT glycosylation luciferase reporter, 24 h; percent of 100 nM tunicamycin response; 360,000 compounds, 0.23% hits; AID 588692, 2011; reporter increase, % at 12.5 µM;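 active = mean luciferase reporter signal, scaled so untreated is 0 and the glycosylation-blocking control 100, at or above a set limit in every replicate; inconclusive = mean reaches the limit but not every replicate does; inactive = mean below the limit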;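 also: luciferase carries N-glycosylation sites so blocking glycosylation raises the light; 0% = median of neutral control wells and 100% = median of 100 nM tunicamycin wells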
NOD2-RIPK2 inh = NOD2-RIPK2 binding disruptors in cells, primary screen, fluorescence, CHO cells, BLA complementation | AID 624267, 2012 | CCF4 ratio | inhibition, % at 4.98 µM | 360,000 compounds, 0.38% hits | Receptor-interacting serine/threonine-protein kinase 2 (Homo sapiens), O43353; in the data active = inhibition above about 21%;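 also: 0% = vehicle only and 100% = reference blocker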
The depositor's hits bear a star; ? = inconclusive; · = no result given.

Every second line gives: TLR9-MyD88 block	aDG glyco up	ABHD5-PLIN5 inh	NOD2-RIPK2 inh	MC4R antag cAMP	ABCB6 inh 2	Glyco luc inh	MC4R barr agon	Exocytosis inh	Vif inh
- CC(C)c1ccc(N=Cc2c(O)c3ccccc3oc2=O)cc1
  0	0.1	-5	-10	-2	96	3	-1.1	16	0
- COc1cccc(-c2nc(CS(=O)(=O)CC(=O)NC3CCCc4ccccc43)c(C)o2)c1 (configuration not stated)
  2	0.1	4	0	15	94	2	1.1	-1	-7
- COC(=O)c1ccccc1OCCN1CCCCCC1
  -9	0.2	6	-8	-6	100	-1	0.5	1	2
- CN(C)/N=C/c1cn(-c2ccccc2)nc1-c1cccnc1
  4	0.2	-11	-13	4	88	0	0.8	1	0
- Oc1cccc(NC(=S)Nc2cccnc2)c1
  2	0.0	-4	1	14	96	-2	-2.1	-2	-7
- CCSc1cnc(-c2ccccc2)n1CC
  7	0.0	6	-14	12	99	-3	-1.0	-2	-1
- CCC1(CC)NC(=O)N(CC(=O)OCC(=O)Nc2cc(C)ccc2C)C1=O
  7	-0.3	3	-19	11	93	1	1.2	0	3
- CCN(CC)Cc1cc(C(=O)O)c(C)o1
  1	-0.2	1	-17	17	101	1	1.0	-5	13
- O=C(Oc1ccc(-n2cnnn2)cc1)c1ccco1
  4	0.4	3	-2	-8	99	1	-1.9	0	·
- O=[N+]([O-])c1ccc(N2CCOCC2)cc1NCCCO
  6	0.0	-5	-12	13	102	0	-1.0	-8	-14
- Cc1cc(C)n(CCNC(=O)c2ccco2)n1
  -6	0.0	2	-2	1	93	-1	-0.6	26	10
- CCc1nnc(NC(=O)CCC(=O)N2CCN(Cc3cc(F)ccc3OC)CC2)s1
  -19	0.1	4	-6	0	87	0	0.0	3	-13
- COc1ccc(-c2onc(C)c2-c2ccc(C(=O)OC(C)C)o2)c(O)c1
  -1	0.4	-13	-5	14	110	-6	12*	7	-23
- COc1ccc(-c2csc(C)n2)cc1OC
  -1	0.3	1	-5	-2	90	1	-1.7	1	-4
- CCN1CCN(C(CC(C)C)c2nnnn2CS(=O)(=O)c2ccc(C)cc2)CC1 (configuration not stated)
  4	0.4	3	0	0	102	-2	1.3	-1	2
- Nc1ccc(C(=O)n2c3ccccc3c3ccccc32)cc1
  17	3.2	-8	3	-27	104	16	-1.2	14	·
- Cc1ccccc1N=Nc1c(N)n[nH]c1N
  -9	0.0	5	2	1	97	-1	-0.6	6	0
- COc1ccc(CCNc2ccncn2)cc1
  -18	1.5	-2	-6	6	97	-2	1.9	1	3
- CCSc1nnc(NC(=O)CSc2nc3c(c(=O)n2CCOC)SC(C)C3)s1 (configuration not stated)
  -13	-0.1	4	-6	-2	102	3	0.4	4	·
- O=C(NCc1nc2ccccc2[nH]1)C1=C[C@H](c2ccc(C(F)(F)F)cc2)C[C@H](OCc2ccc(CO)cc2)O1
  -13	1.0	-7	-3	6	99	1	0.9	2	3
- Cc1ccc(NC(=S)N(Cc2ccc(Br)cc2)Cc2ccc(C(=O)O)cc2)cc1C
  -1	-0.3	3	1	7	94	-1	-0.8	-1	6
- COc1ccc(NS(=O)(=O)c2cccs2)c(OC)c1
  -4	-0.2	5	-9	-3	91	0	-0.1	4	15
- CC(=O)Nc1ccc(NC(=O)COc2cccc3ccccc23)cc1
  -9	0.0	-2	-6	9	100	0	-1.0	-3	0
- CN(C)c1ccc(C(=O)OCC(=O)N2CCOCC2)cc1
  10	-0.1	-1	-7	-4	102	4	0.7	2	18
- O=C(Nc1ccc(F)cc1)OCCOc1ccc([N+](=O)[O-])cc1
  -9	0.0	-3	12	5	97	1	0.9	9	-6
- CC1(C)Cc2c(cnn2-c2ccc(F)cc2)C(NC(=O)c2ccoc2)C1 (configuration not stated)
  -10	-0.1	15	12	-3	92	-3	1.2	?	-2
- CC1(C)C2CCC1(C)C(OC(=O)CSc1nc(N)cc(=O)[nH]1)C2 (configuration not stated)
  2	0.2	-12	-3	3	89	2	-1.9	-5	·
- O=C(N/N=C/C1CCCCC1)c1ccccn1
  1	-0.1	-4	-4	-3	91	-1	-1.8	2	-1
- Cc1cccc(C)c1OCC(O)CN1CCN(c2ccccn2)CC1 (configuration not stated)
  -2	0.0	0	4	0	98	2	-2.7	-3	1
- CCN(CCO)C(=O)C12CCC(C)(C(=O)C1)C2(C)C (configuration not stated)
  1	-0.1	5	1	2	97	2	-2.8	1	5
- Cc1nn(C)c(C)c1CNC(=O)c1nn2c(c1Cl)NC(c1cccs1)CC2C(F)(F)F (configuration not stated)
  -1	0.0	-8	4	4	96	0	-0.7	0	-19
- COc1cc(NC(=O)Cn2cnc3ccccc3c2=O)c(OC)cc1Cl
  -6	0.0	-2	-11	9	108	3	-1.3	-4	-3
- COc1cc(CN2CC(=O)N(c3ccc(C)c(Cl)c3)C2=S)cc(OC)c1OC
  -6	0.0	2	-2	10	100	1	-0.9	21	-6
- COC(=O)c1cc2c(cc1N)OCCO2
  -3	0.6	4	-2	2	88	-1	-3.0	2	44
- Cc1occc1C(=O)N(C)CC1CCCN(CCc2ccc(Cl)cc2)C1 (configuration not stated)
  1	-0.3	-1	1	4	99	2	-0.4	5	4
- COC(=O)CCC(=O)OC1(C)C(=O)C2=CN(CCc3c[nH]c4ccccc34)C(c3ccc(OC)cc3)=CC2=C(Br)C1=O (configuration not stated)
  -9	0.2	-20	-3	6	111	3	1.3	0	-5
- CC(=O)c1cccc(NC(=O)C2CCCCC2)c1
  10	0.0	2	0	0	94	0	-2.6	-3	0
- CC(=O)N/C(=C/c1ccc2c(c1)OCO2)C(=O)NCCO
  3	-0.1	3	-8	-3	101	0	4.7	1	14
- Cc1ccc(S(=O)(=O)NCc2ccc(C(=O)NCCc3ccc(S(N)(=O)=O)cc3)cc2)cc1
  -13	0.1	-7	-2	19	96	0	0.8	1	-7
- O=C(N/N=C/c1cccc(Cl)c1)C1CCCC1
  5	0.2	-4	-4	-5	95	1	-1.8	-5	-2

Ordered by value in Exocytosis inh (largest number first): some entries from above.
canonical_smiles,TLR9-MyD88 block,aDG glyco up,ABHD5-PLIN5 inh,NOD2-RIPK2 inh,MC4R antag cAMP,ABCB6 inh 2,Glyco luc inh,MC4R barr agon,Exocytosis inh,Vif inh
Cc1occc1C(=O)N(C)CC1CCCN(CCc2ccc(Cl)cc2)C1 (configuration not stated),1,-0.3,-1,1,4,99,2,-0.4,5,4
Cc1ccc(S(=O)(=O)NCc2ccc(C(=O)NCCc3ccc(S(N)(=O)=O)cc3)cc2)cc1,-13,0.1,-7,-2,19,96,0,0.8,1,-7
Cc1nn(C)c(C)c1CNC(=O)c1nn2c(c1Cl)NC(c1cccs1)CC2C(F)(F)F (configuration not stated),-1,0.0,-8,4,4,96,0,-0.7,0,-19

Carrying on.
Every second line gives: TLR9-MyD88 block	aDG glyco up	ABHD5-PLIN5 inh	NOD2-RIPK2 inh	MC4R antag cAMP	ABCB6 inh 2	Glyco luc inh	MC4R barr agon	Exocytosis inh	Vif inh
- CCOc1cc(N2CCOCC2)c(OCC)cc1NC(=O)CN1CCSC1=O
  -3	-0.2	-2	7	-3	97	1	-3.7	3	-4
- CCOC(=O)c1cc2c(=O)n3ccccc3nc2n(CCOC)c1=NC(=O)C(C)(C)C
  -11	0.1	3	-2	6	104	2	1.0	-2	3
- O=[N+]([O-])c1cc(Cl)ccc1N1CCCCC1
  3	1.2	-3	-2	3	94	2	-1.2	2	0
- O=C(CSCc1nc2c(nnn2Cc2ccc(F)cc2)c(=O)[nH]1)Nc1cccc(C(F)(F)F)c1
  -2	-0.1	0	1	23	98	0	1.9	-1	-4
- COC(=O)c1cc(C(=O)OC)cc(N2C(=O)CC(Sc3nc(C)cc(C)n3)C2=O)c1 (configuration not stated)
  -5	-0.1	-4	-11	3	88	2	1.1	4	4
- CC(C)(C)c1csc(NC(=O)CSc2nc3ccccc3c(=O)[nH]2)n1
  -9	0.4	-1	-8	4	108	0	1.2	1	-33
- CCCCN(CC)CCCNC(=O)C1c2ccccc2C(=O)N(C)C1c1cn(C)c2ccccc12 (configuration not stated)
  -8	-0.3	4	-1	2	95	2	0.7	1	-5
- CCCC(=O)NC(Nc1ccccc1OC)C(Cl)(Cl)Cl (configuration not stated)
  0	0.5	2	-15	13	100	0	1.5	4	-2
- O=c1c(C/C=C/c2ccccc2)c(O)ccn1Cc1ccc(Cl)cc1Cl
  -1	-0.5	-3	-3	2	95	2	-3.8	1	5
- S=C(NCc1ccco1)NCc1ccccc1Cl
  -7	0.1	2	4	6	99	1	-3.0	2	8
- CCN(C(=O)COC(=O)c1cncc(Br)c1)C1CCS(=O)(=O)C1 (configuration not stated)
  -8	0.4	6	-6	8	96	-1	-1.5	-5	3
- N#Cc1cccc(Cn2nnc(-c3ccccc3)n2)c1
  2	0.5	-2	-3	-3	88	2	-1.6	0	2
- Cc1ccc(S(=O)(=O)CCC(=O)OCC(=O)N2CCN(c3ccccc3)CC2)cc1
  6	0.4	-1	2	15	99	6	-2.0	-5	0
- COc1ccc(-c2cc(C(=O)NC3CC3)c3ccccc3n2)cc1
  -4	-0.1	2	-2	-1	101	1	-2.4	0	17
- COc1ccccc1CC1(C)NC(=O)N(CC(=O)N2CC(C)OC(C)C2)C1=O (configuration not stated)
  7	2.9	-1	-9	13	81	2	0.3	0	·

Of the compounds above, these have a furan ring, fused or not:
Every second line gives: TLR9-MyD88 block	aDG glyco up	ABHD5-PLIN5 inh	NOD2-RIPK2 inh	MC4R antag cAMP	ABCB6 inh 2	Glyco luc inh	MC4R barr agon	Exocytosis inh	Vif inh
- CCN(CC)Cc1cc(C(=O)O)c(C)o1
  1	-0.2	1	-17	17	101	1	1.0	-5	13
- O=C(Oc1ccc(-n2cnnn2)cc1)c1ccco1
  4	0.4	3	-2	-8	99	1	-1.9	0	·
- Cc1cc(C)n(CCNC(=O)c2ccco2)n1
  -6	0.0	2	-2	1	93	-1	-0.6	26	10
- COc1ccc(-c2onc(C)c2-c2ccc(C(=O)OC(C)C)o2)c(O)c1
  -1	0.4	-13	-5	14	110	-6	12*	7	-23
- CC1(C)Cc2c(cnn2-c2ccc(F)cc2)C(NC(=O)c2ccoc2)C1 (configuration not stated)
  -10	-0.1	15	12	-3	92	-3	1.2	?	-2
- Cc1occc1C(=O)N(C)CC1CCCN(CCc2ccc(Cl)cc2)C1 (configuration not stated)
  1	-0.3	-1	1	4	99	2	-0.4	5	4
- S=C(NCc1ccco1)NCc1ccccc1Cl
  -7	0.1	2	4	6	99	1	-3.0	2	8

Only part of the results is shown; the hit share may differ from the screen's.
